Runt-CBFb FRET: Runt domain-CBFb interaction inhibition. 0.46% of 220,000 active. Cerulean-Runt/Venus-CBFb FRET ratio 530/480, 1 h. Q01196+Q13951. inhibition, % at 20 µM;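 active means inhibition over about 50% at 20 µM in the single-dose screen, limit read from the data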;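 further: 0% = DMSO wells and 100% = excess unlabeled CBFb competitor control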
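Assay system: Cerulean-Runt domain / Medium: Tris 50 mM pH 7.5, KCl, K2SO4, 0.01% BSA / Timing: protein complex preformed 1 h, compound exposure 1 h, room temperature, dark / Measured by: FRET, excitation 422 nm, emission at 530 and 480 nm / Evaluation: loss of energy transfer signal / Control set: 5 µM unlabeled CBFb as full-inhibition high control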
Runt-SMMHC FRET: inhibitors of human RUNX1 Runt domain binding to CBFb-SMMHC; Q01196+Q13951; Cerulean-Runt/Venus-CBFb-SMMHC FRET ratio 530/480, 1 h; inhibition, % at 20 µM; 0.74% of 220,000 active; AID 1434;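 active means mean inhibition across duplicate retests at 20 µM reaching about 50%, limit read from the data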;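 further: 0% = DMSO wells and 100% = wells with excess untagged CBFb-SMMHC; inhibitors lower the FRET ratio by blocking Runt binding to CBFb-SMMHC; some results filed as inactive read as strong as hits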
NPY-Y2 PAM-ag: human NPY-Y2 potentiation or agonism, primary screen; AID 1359; activation, % at 3.6 µM; 0.45% of 220,000 active; P49146; cells expressing NPY-Y2, potentiator/agonist read-out; in the data active means activation above about 27%;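 further: cells stimulated with NPY near EC25 plus isoproterenol at EC100; 0% = vehicle plus submaximal agonist and 100% = vehicle plus saturating agonist; some results beyond the cut were filed as inactive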
Hck Nef HTS: blocks Nef-activated human Hck kinase; P08631; Recombinant Hck-YEEI plus Nef, Z-Lyte FRET kinase assay; inhibition, % at 20 µM; 0.68% of 220,000 active; AID 463187;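 active means Hck-Nef kinase inhibition above about 50%, limit read from the data; inactive means inhibition below that limit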;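 further: 0% = DMSO with Hck plus Nef and 100% = Hck alone without Nef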
NPY-Y1 PAM-ag: potentiates or activates human NPY-Y1 receptor. P25929. NPY-Y1 expressing cells, potentiator/agonist activation. activation, % at 3.6 µM. 0.37% of 220,000 active; in the data active means activation above about 33%, passing the limit was not always enough;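 further: cells stimulated with NPY at EC10 then isoproterenol at EC100; 0% = low agonist plus stimulus and 100% = saturating agonist plus stimulus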
NPY-Y1 antag: NPY-Y1 (human) receptor antagonism. P25929. HEK293-CNG Y1 cells, membrane potential fluorescence; NPY at EC95, then isoproterenol. inhibition, % at 3.6 µM. 1% of 200,000 active. AID 1040;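 active means inhibition above the campaign mean inhibition of all tested compounds plus 3 SD, cut at about 20% in these data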;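 further: 0% = DMSO wells given NPY plus isoproterenol and 100% = isoproterenol alone without NPY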
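Assay system: HEK293 cells with Y1 receptor plus CNG channel | Probe or stimulus: NPY (25 nM), isoproterenol (1 µM), Ro 20-1724 (25 µM) | Timing: Compound incubation 1 h at room temperature, readout 45 min post-stimulation | Measured by: Membrane-potential fluorescent dye readout | Benchmarks: High control isoproterenol alone, low control NPY with isoproterenol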
MDM2 E3 inh: inhibitors of human Mdm2 E3 ubiquitin ligase. Q00987. cell-based MDM2 ubiquitination luciferase reporter, 2 h; 0 = plate control, 100 = twice control, blank-subtracted. signal enhancement, % at 5 µM. 0.11% of 210,000 active. AID 1230;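 active means signal enhancement of 30% or more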;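 further: luminescence tracks abundance of the self-degrading MDM2-luciferase fusion protein; higher signal means inhibition of MDM2 E3 ligase activity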
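Material: stable MDM2–luciferase fusion reporter cells / Quantity: 2000 cells/well / Dosing: single 5 µM compound dose, 0.2% final DMSO / Buffer or medium: DMEM / Schedule: 4 h cell settling then 2 h compound exposure, 37 °C / Detection: luminescence with SteadyLite reagent, 15 min at room temperature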
p97 inhibitor: inhibitors of human p97 ATPase | P55072 | recombinant p97 ATPase, Kinase-Glo ATP luminescence, 3 h | inhibition, % at 8 µM | 0.42% of 220,000 active; in the data active means inhibition above about 15%;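 further: 0% = DMSO vehicle and 100% = wells lacking enzyme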
Target sequence (P55072 whole entry, looked up): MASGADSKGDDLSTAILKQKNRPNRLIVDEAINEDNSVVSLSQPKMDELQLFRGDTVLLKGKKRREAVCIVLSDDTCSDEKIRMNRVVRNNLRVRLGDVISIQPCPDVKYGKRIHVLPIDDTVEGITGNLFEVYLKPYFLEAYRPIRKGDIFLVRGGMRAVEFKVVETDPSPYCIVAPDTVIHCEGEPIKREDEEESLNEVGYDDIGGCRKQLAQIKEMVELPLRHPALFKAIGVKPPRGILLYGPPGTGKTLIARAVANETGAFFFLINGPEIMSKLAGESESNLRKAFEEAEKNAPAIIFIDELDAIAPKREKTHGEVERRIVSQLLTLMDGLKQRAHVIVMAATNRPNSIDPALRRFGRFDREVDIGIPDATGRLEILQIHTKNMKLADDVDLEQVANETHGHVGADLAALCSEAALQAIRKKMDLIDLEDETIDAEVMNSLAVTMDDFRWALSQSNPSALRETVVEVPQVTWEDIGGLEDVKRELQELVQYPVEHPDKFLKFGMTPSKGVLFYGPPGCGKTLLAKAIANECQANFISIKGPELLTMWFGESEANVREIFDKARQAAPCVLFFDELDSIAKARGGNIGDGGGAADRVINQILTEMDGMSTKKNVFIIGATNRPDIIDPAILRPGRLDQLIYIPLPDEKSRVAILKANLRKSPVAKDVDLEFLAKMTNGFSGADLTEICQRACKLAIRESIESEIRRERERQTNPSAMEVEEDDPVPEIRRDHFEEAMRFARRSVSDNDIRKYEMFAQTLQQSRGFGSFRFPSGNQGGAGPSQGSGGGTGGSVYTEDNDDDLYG
RBBP9 inhibitor: human RBBP9 hydrolase inhibition; recombinant RBBP9, FP-Rh probe fluorescence polarization; 0.2% of 220,000 active; inhibition, % at 7.94 µM; O75884;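 active means inhibition above the campaign mean of all tested compounds plus 3 SD, cut at about 14% in these data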;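 further: plate controls were DMSO wells with RBBP9 for no effect and wells lacking RBBP9 protein for full effect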
Target sequence (O75884 whole entry, looked up): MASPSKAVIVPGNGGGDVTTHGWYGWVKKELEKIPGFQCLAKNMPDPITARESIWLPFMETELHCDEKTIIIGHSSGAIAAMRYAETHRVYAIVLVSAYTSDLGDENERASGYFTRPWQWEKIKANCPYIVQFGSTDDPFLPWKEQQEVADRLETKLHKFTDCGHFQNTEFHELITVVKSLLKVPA
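Measured by – fluorescence polarization · Test system – RBBP9 protein · Input – 2.5 µM RBBP9 dispensing solution, before mixing · Measure – percent inhibition from mP, scaled between DMSO and no-protein wells · Benchmarks – DMSO-treated enzyme wells and wells lacking RBBP9 · Times – preincubation 30 min plus labeling 45 min at 25 °C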
The depositor's hits bear a star; · = not tested or not shown.

SMILES	Runt-CBFb FRET	Runt-SMMHC FRET	NPY-Y2 PAM-ag	Hck Nef HTS	NPY-Y1 PAM-ag	NPY-Y1 antag	MDM2 E3 inh	p97 inhibitor	RBBP9 inhibitor
CCCOc1ccccc1NC(=O)/C=C/C(N)=O	20	15	1	-3	-9	-3	-25	5	-7
CCOc1ccc(S(=O)(=O)N2Cc3ccccc3CC2C(=O)NCCCn2ccnc2)cc1 (stereo unspecified)	-1	3	7	2	-4	-4	2	1	2
CC(C)(C)NC(=S)NNC(=O)c1ccccc1Cl	4	0	20	5	-27	7	-23	3	-5
COc1ccc(Cl)cc1NC(=O)C(C)N(C)Cc1cccc(Cl)c1Cl (stereo unspecified)	1	1	-9	4	-56	14	-14	-6	-8
Cc1cccc(OCc2nnc(SCC(=O)Nc3cccc(C(=O)N4CCOCC4)c3)n2C)c1	-1	1	4	1	5	-3	7	3	5
O=C(O)c1ccc(-n2cccc2/C=N\NC(=O)c2cc3cc(Br)ccc3o2)cc1	8	-7	-11	54*	-1	·	-13	7	-8
O=c1c(Cc2c(F)cccc2Cl)c(O)ccn1CCCN1CCOCC1	-1	-3	7	22	-2	2	-16	6	2
COc1ccc(C(=O)N/C(N)=N/c2nc3ccccc3o2)cc1	-2	-2	-9	0	-3	1	-28	-1	-3
COc1ccc(C(=O)Nc2nc3cc(OC)c(OC)cc3c(=O)[nH]2)cc1	0	1	-6	9	-9	-4	-4	4	-4
O=C(Cn1ncn2c(cc3ccccc32)c1=O)NCCC1=CCCCC1	3	-2	4	2	-3	4	-8	6	-5
Cc1ccc(/C(O)=C2/C(=O)C(=O)N(CCN3CCOCC3)C2c2ccccn2)cc1 (stereo unspecified)	9	8	-9	0	-14	-6	-15	3	-4
COC(=O)c1ccccc1NC(=O)Nc1nnc(N2CCCCC2C)s1 (stereo unspecified)	0	3	10	-3	29	3	·	3	-8
CC12CN(S(=O)(=O)c3ccccc3)CC(C)(CN(S(=O)(=O)c3ccccc3)C1)C2	1	-2	2	5	-7	-1	-9	-1	7
Cc1nc2ccc(NC(=O)c3ccc(S(=O)(=O)N(C)c4ccccc4)cc3)cc2s1	-7	2	-5	4	32	0	-11	5	-20
CNS(=O)(=O)c1cccc(C(=O)OCC(=O)N(Cc2ccccc2)C(C)(C)C)c1	-1	0	14	26	1	5	-25	-1	0
O=S(=O)(c1ccc(Cl)cc1)N1CCn2c1nc1ccccc12	-1	-8	5	0	1	0	-15	-1	-5
COc1ccc(S(=O)(=O)N2CCOCC2)cc1NS(=O)(=O)/C=C/c1ccccc1	-1	2	-9	21	-1	0	9	8	-1
CN(C)S(=O)(=O)c1cccc(NC(=O)NCCCl)c1	-1	-1	-17	13	20	·	-6	7	-1
Cc1c(C(=O)Nc2ccc(Cl)cc2)c2ccccn2c1CCc1ccncc1	0	-221	1	4	-8	3	-17	3	-5
Cc1ccccc1OC(=O)CCC(=O)OCCCC(F)(F)C(F)(F)F	-4	-4	-7	-1	-1	-3	-1	-8	1

Entries of single compounds, looked up by structure. Order of values: Runt-CBFb FRET	Runt-SMMHC FRET	NPY-Y2 PAM-ag	Hck Nef HTS	NPY-Y1 PAM-ag	NPY-Y1 antag	MDM2 E3 inh	p97 inhibitor	RBBP9 inhibitor
CC(C)(C)NC(=S)NNC(=O)c1ccccc1Cl is listed as 4	0	20	5	-27	7	-23	3	-5
COC(=O)c1ccccc1NC(=O)Nc1nnc(N2CCCCC2C)s1 (stereo unspecified) is listed as 0	3	10	-3	29	3	·	3	-8

Continuation:
SMILES	Runt-CBFb FRET	Runt-SMMHC FRET	NPY-Y2 PAM-ag	Hck Nef HTS	NPY-Y1 PAM-ag	NPY-Y1 antag	MDM2 E3 inh	p97 inhibitor	RBBP9 inhibitor
Cn1c(=O)oc2cc(S(=O)(=O)N3CCCC(C(=O)NC4CCCc5ccccc54)C3)ccc21 (stereo unspecified)	1	-7	1	0	2	0	-5	-1	-10
Cn1c(=O)c2c(ncn2Cc2nnc(N)s2)n(C)c1=O	-1	-3	5	22	-4	0	-8	-1	-4
O=S(=O)(c1cccc2nsnc12)N1CCCC1	·	3	0	2	14	-5	-9	2	5
C#CCNC(=O)C1=C[C@@H](c2cn(C(C)=O)c3ccccc23)C[C@@H](OCc2ccc(CO)cc2)O1	-1	-1	-5	11	-3	11	·	2	-1
COC(=O)c1ccc(Cn2nc(C(F)(F)F)cc2C)cc1	-2	-4	-15	0	-6	9	-7	0	-7
CCC/C(=N/NC(=O)c1csc(C)c1C)c1ccc(Cl)s1	0	0	-18	4	-18	-1	-23	1	-1
CCOC(=O)C1=C(C)NC(=O)NC1c1ccc(OCC(=O)Nc2ccccc2)c(OC)c1 (stereo unspecified)	1	-1	13	21	27	0	-7	2	-3
COC(=O)c1ccc(CSc2nc3sc(C(=O)O)c(C)c3c(=O)[nH]2)cc1	1	-1	3	1	7	5	-8	2	-9
Cc1nc(N/C(N)=N/S(=O)(=O)c2ccc([N+](=O)[O-])cc2)nc2ccccc12	0	4	8	-1	-18	4	-8	2	-10
CC(/C=C1\SC(=S)N(CC(=O)O)C1=O)=C\c1ccccc1	-3	-8	-11	12	10	·	-15	3	-1
NC(=S)N/N=C1/CCSc2ccc3ccccc3c21	5	0	-13	19	-25	3	-14	-5	-9
COc1ccc(/C=N/NC(=O)c2cc(C)on2)c2ccccc12	-1	2	-18	0	-7	7	-30	-1	-7
CC/C(=N\NS(C)(=O)=O)c1ccccc1	1	-5	-7	1	-25	-4	-9	0	4
CN(c1ccc(OCC(=O)N2CCOCC2)cc1)S(=O)(=O)c1ccc(F)cc1	2	3	-5	22	8	-1	-4	2	2
CCC(C)(C)NC(=O)c1ccc2c(c1)N(CC(=O)OC)C(=O)C(C)(C)O2	1	-2	6	1	7	-2	-1	0	-6
CC(=O)C1C(c2cccc([N+](=O)[O-])c2)C2C(C)=NN=C2CC1(C)O (stereo unspecified)	-2	1	10	0	-40	3	-3	8	-3
CC(=O)Nc1ccc(N2C(=O)CCC2=O)cc1C	0	0	-11	-24	10	8	·	-7	-14
O=C(Oc1ccc(C(=S)N2CCOCC2)cc1)c1ccc(Br)cc1	-2	1	-10	0	-9	5	16	2	-1
O=c1nc2sc3ccccc3n2c(=O)n1-c1cccc(Cl)c1	3	-8	9	-29	5	1	-23	3	-7
COc1ccc(CCCC(=O)Nc2ccccc2F)cc1	-2	-1	12	1	10	7	-3	0	-8

Printed as active in Hck Nef HTS (from the list above):
SMILES	Runt-CBFb FRET	Runt-SMMHC FRET	NPY-Y2 PAM-ag	Hck Nef HTS	NPY-Y1 PAM-ag	NPY-Y1 antag	MDM2 E3 inh	p97 inhibitor	RBBP9 inhibitor
O=C(O)c1ccc(-n2cccc2/C=N\NC(=O)c2cc3cc(Br)ccc3o2)cc1	8	-7	-11	54*	-1	·	-13	7	-8

Remaining list, next part.
SMILES	Runt-CBFb FRET	Runt-SMMHC FRET	NPY-Y2 PAM-ag	Hck Nef HTS	NPY-Y1 PAM-ag	NPY-Y1 antag	MDM2 E3 inh	p97 inhibitor	RBBP9 inhibitor
CCC(C)C(=O)N1CCc2cc(-c3csc(N)n3)ccc21 (stereo unspecified)	3	1	-3	1	-11	-1	-12	-3	4
Nc1nnc(SCc2cccnc2)s1	-2	-8	3	0	16	6	2	3	0
Fc1ccc(NC(=S)NCCN2CCOCC2)cc1	·	·	-6	22	0	-4	-19	1	-2
CCOc1ccc(N(CC(=O)O)S(=O)(=O)c2ccc(OC)c(OC)c2)cc1	-1	5	-5	-1	8	1	-5	-7	-7
FC(F)(F)c1nc(-c2cccs2)ncc1-c1nnnn1-c1ccc(Cl)cc1	-2	1	6	7	-32	14	-20	-11	-12
Cc1ccc2c(c1)[C@@H](O)C[C@@H](C)N2N=O	-1	0	6	3	3	3	-6	-4	0
COc1ccc(S(=O)(=O)NCCc2nnc3ccc(SCc4cccnc4)nn23)cc1	0	-1	-7	-4	-1	6	·	3	3
COc1ccnc(-n2cccc2C#N)c1C#N	1	3	-10	8	5	0	0	3	-1
O=C1Nc2cc3c(cc2C1=O)sc1ccccc13	2	2	-6	14	-22	·	-1	2	-7
CC(C)(C)N(CC#CCC1(O)c2ccccc2-c2ccccc21)CCO	2	-5	-8	15	-18	6	0	0	-2
COc1ccc(NS(=O)(=O)c2ccc(-c3n[nH]c(=S)n3Cc3ccccc3)cc2)cc1	0	4	5	5	17	·	3	-3	-12
COc1ccc(C)cc1N(CC(N)=O)S(=O)(=O)c1ccc(C)cc1	0	-2	-13	3	-23	-2	1	-5	-6
Cc1c(C(=O)NCc2ccc3c(c2)OCO3)sc2nc(-c3ccccc3)cn12	5	-3	-25	0	-21	2	-14	-5	-4
COc1cc(CCC(=O)OCC(=O)Nc2ccccc2C(C)C)cc(OC)c1OC	0	4	-6	2	3	0	-14	-1	-1
C/C(N)=C(/C#N)C(=O)CN1CCCCC1	1	3	12	2	11	-5	-14	3	-1
COC(=O)/C=C1\SC(=Nc2ccc(OC)cc2)NC1=O	0	-1	-14	21	-1	-2	-9	2	-9
O=C(Nc1ccccc1)C(Cc1ccccc1)NC(=O)C12CC3CC(CC(C3)C1)C2 (stereo unspecified)	-2	4	4	0	8	8	-5	3	-14
CC(OC(=O)c1cc2sccc2n1C)C(=O)NC(C)(C)C (stereo unspecified)	0	3	7	13	15	-2	-4	3	-8
O=[N+]([O-])c1ccc(-n2nnnc2CN2CCOCC2)cc1	0	3	0	7	-9	1	·	3	0
Nc1ccc(Nc2ccccc2)cc1	-2	-5	18	2	37	-6	-15	0	-1
O=S(=O)(c1ccc2c(c1)N(Cc1ccc(Cl)cc1)C1CCCN21)N1CCOCC1 (stereo unspecified)	-3	2	5	0	2	0	2	1	11
Cc1nn(CC(=O)Nc2nnc(CC(=O)N3CCCC3)s2)c(=O)c2ccccc12	0	-3	2	5	12	9	·	3	-3
O=c1c2ccccc2nnn1CSc1nnc2ccccn12	0	-1	-4	1	4	2	-11	0	-7
Cc1ccc(C(=O)NC(C)CCc2ccccc2)cc1[N+](=O)[O-] (stereo unspecified)	0	-5	-10	2	-13	-3	-11	0	0
CCN1CCN(c2oc(/C=C/c3ccccc3)nc2C#N)CC1	4	6	-6	29	-16	·	-2	0	-6
CC1CCCN(C2=C(Cl)C(=O)N(c3cccc(Cl)c3)C2=O)C1 (stereo unspecified)	6	-3	-7	15	-7	6	0	1	-2
COC(=O)c1cc2nc(-c3ccccc3)cc(C)n2n1	0	3	6	8	-7	3	-8	0	5
O=C(COc1ccc(S(=O)(=O)NCCc2ccccc2)cc1)N1CCCC1	0	2	0	-8	-12	8	-28	-10	1

Screening data as filed in PubChem.
